Compound activity (PubChem)
aSyn yeast rescue: rescues yeast growth from alpha-synuclein toxicity; S. cerevisiae alpha-synuclein toxicity rescue, BacTiter-Glo growth, 24 h; Potency, µM (doses to about 46.1 µM), without a hit: at the top dose growth rescue (activation), hits mostly activators; actives 0.02% (n = 94,000); active = well fitted activation curve with a large enough effect; note: 0% is about no effect
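Growth restoration measured by BacTiter-Glo luminescence after 24 hr at 30 deg C; alpha-synuclein yeast, raffinose-pregrown to mid-log, were added at OD600=0.02 in galactose medium onto pinned compounds.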
* = called active by the depositor. Potency is the fitted concentration of half-maximal effect.

SMILES	aSyn yeast rescue
CCOc1ccc(NC(=O)c2cc3cc(C)ccc3n2C)cc1	0.5%
COc1cc(Cl)c(C)cc1NC(=O)Cc1ccc(OC)c(OC)c1	7.6%
O=C(NCCCc1nc2ccccc2n1Cc1cccc(Cl)c1)C1CCCCC1	5.3%
COCCCNc1nc2c(c(=O)n(Cc3ccc(F)cc3)c(=O)n2C)n1C	-2.3%
CCN1C(=O)c2ccccc2S(=O)(=O)c2ccc(C(=O)NCc3ccccc3Cl)cc21	1.4%
Cc1ccc(CN2CCN(Cc3cn(C)nc3-c3ccccc3)CC2CCO)o1 (stereo not given)	-7.2%
O=C(CSc1ccc(-c2cccc([N+](=O)[O-])c2)nn1)NC1CCCC1	-2.8%
Cc1cc(C)c2c(CC(=O)Nc3c(C(=O)c4ccc(F)cc4)oc4ccccc34)coc2c1	0.2%
COc1cccc(Cn2c(CNS(=O)(=O)c3ccc(C(C)(C)C)cc3)nc3cccnc32)c1	4.3%
Cn1c(SCC(=O)NC2CCCCC2)nnc1-c1cccnc1	-12.4%
Cc1c(S(=O)(=O)NC2CCCCC2)c(=O)n(C)c(=O)n1C	0.5%
O=C1CCC([N+](=O)[O-])C(c2ccc(-c3ccccc3)cc2)N1 (stereo not given)	-5.8%
Cc1cc(OCC(=O)Nc2ccccc2N2CCCC2)ccc1C(C)C	6.4%
COc1ccc(-c2noc(-c3ccc(NC(C)c4ccccc4)c([N+](=O)[O-])c3)n2)cc1OC (stereo not given)	-7.0%
COc1ccc(CCNC(=O)Cn2cnc3sc(C)c(-c4ccc(F)cc4)c3c2=O)cc1OC	12.6%
Cn1c2ccccc2c2cnn(CC(=O)N3CCN(c4cccc(C(F)(F)F)c4)CC3)c(=O)c21	-2.2%
CCN(CC)CCNC(=O)c1ccc(NC(=O)c2cn(-c3ccc(F)cc3)nc2-c2cccc(OC)c2)cc1	6.2%
Cn1cncc1C(=O)c1ccccc1	9.3%
O=C(CCn1c(=O)c2cccn2c2ccc(F)cc21)NCCc1ccccc1	-6.2%
Cc1cccc2cc(CN(C(=O)c3cccc(Cl)c3)c3ccccc3)c(=O)[nH]c12	1.7%
O=C(N/N=C/c1cc(Br)c(O)c(Br)c1O)c1ccc2c(c1)OCCO2	-11.0%
N#Cc1ccc(S(=O)(=O)N2CCC(N3CCCCC3)CC2)cc1	-3.7%
Cc1ccc2c(=O)c(C(=O)c3ccccc3)cn(CC(=O)Nc3ccccc3C)c2n1	-0.9%
COc1cc(NC(=O)CCn2cnc3ccccc3c2=O)cc(OC)c1	-7.2%
Cc1ccc(C)c(N2CCN(C(=O)C3CCN(C(=O)c4cc5sccc5n4C)CC3)CC2)c1	10.4%
O=C(c1cc(-c2ccc(Cl)cc2)on1)N(Cc1ccc(F)cc1)Cc1ccco1	-3.4%
COc1ccc(-c2ccc(CN3C(C(C)C)C(=O)N(Cc4cn(CC5CCCCC5)nn4)CCS3(=O)=O)cc2)cc1 (stereo not given)	11.8%
CSc1cccc(NC(N)=O)c1	0.7%
Cc1ccc2c(c1)C1CN(C)CCC1N2C(=S)NC(=O)c1ccc(Cl)cc1Cl (stereo not given)	-2.1%
COc1ccc(Cc2nc3ccc(C(=O)N(C)Cc4nccn4C)cc3o2)cc1	-2.3%
CCOc1ccc(CCNC(=O)CCc2cn(Cc3ccc(C)cc3)c3ccccc23)cc1	7.4%
Cn1cnc([N+](=O)[O-])c1Sc1ccncn1	-17.9%
CCC(=O)N1CCc2cc(CNC(=O)Nc3cc(OC)c(OC)c(OC)c3)ccc21	-6.2%
CC1=C(C(=O)N2CCN(c3cccc(C(F)(F)F)c3)CC2)C2(CCCCC2)OC1=O	-20.0%
COc1cc(CN(C(=O)c2ccccc2)c2ccccn2)cc(OC)c1OC	-9.7%
Nc1ncnc(NCc2ccc(F)cc2)c1[N+](=O)[O-]	-2.7%
CCOC(=O)CNS(=O)(=O)c1cc(-c2nnc(Nc3cccc(O)c3)c3ccccc23)ccc1C	-5.0%
Cc1[nH]c(=O)[nH]c(=O)c1Cc1cccc2ccccc12	3.8%
Cc1ccc(-c2cc3ncc(C(=O)c4cc([N+](=O)[O-])ccc4O)cn3n2)cc1	-5.8%
O=C(CN1C(=O)COc2ccc(S(=O)(=O)N3CCCCC3)cc21)NCCc1ccc(Cl)cc1	8.0%
Cc1ccccc1-n1c(Cn2c(=O)sc3ccccc32)nnc1SCC(N)=O	-5.3%
COc1cccc(/C=N/Nc2ccnc(=O)[nH]2)c1O	6.3%
Cc1ccccc1CCNCc1c(C(=O)O)c(C)n(Cc2c(F)cccc2Cl)c1C	4.9%
Cc1ccc(-c2nc(-c3cc4cccc(OCc5cccc(C)c5)c4oc3=O)no2)cc1	0.8%
CCCCN(C(=O)c1ccc2c(c1)S(=O)(=O)N=C1CCCCCN12)c1c(N)n(CCCC)c(=O)[nH]c1=O	3.9%
Cc1cc(C)cc(NC(=O)C(=O)NCCc2sc(-c3cccc(F)c3)nc2C)c1	0.6%
Cn1nc(C(=O)N2CCN(c3ccccc3F)CC2)c2c1-c1ccccc1S(=O)(=O)C2	7.3%
Cc1ccc(NC(=O)COc2ccc3oc4c(c3c2)CCCC4)c(C)c1	-7.6%
Cc1ccc(-c2nc3ccccc3o2)cc1NC(=O)c1cccc2c(Cl)cccc12	29.8%
Cc1ccc(CCNC(=O)CN(c2ccc(C)cc2)S(=O)(=O)c2c(C)noc2C)cc1	0.7%
Cc1cccc(Cn2cnc3c(oc4ccccc43)c2=O)c1	5.6%
CCc1ccc(CNC(=O)c2nn(-c3ccc(C)c(C)c3)nc2CO)cc1	-7.2%
O=[N+]([O-])c1ccc(OCC2CC(c3ccccc3)=NO2)cc1 (stereo not given)	-9.7%
COc1ccc(CNC(=O)c2nn(C)c3c2CSc2ccccc2-3)cc1	8.2%
COc1ccc(CCN(C)C(=O)C2CCN(C(=O)Nc3ccccc3)CC2)cc1OC	-5.2%
COc1cc(C(CC(=O)O)n2cnnn2)ccc1OC(C)C (stereo not given)	-4.6%
COc1ccc2c(c1)-c1nc(NC(=O)c3ccccc3F)sc1CC2	-25.7%
COc1ccc(C(=O)CNc2ccc3ccccc3c2)cc1	-5.0%
CC(C)NC(=O)N(C)C[C@H]1Oc2ncc(Br)cc2C(=O)N([C@H](C)CO)C[C@@H]1C	2.5%
CCOC(=O)c1c(NC(C)=O)sc2c1CCN(Cc1ccccc1)C2	2.1%

Exported as labelled records: 3 of the compounds above.
> Nc1ncnc(NCc2ccc(F)cc2)c1[N+](=O)[O-]
  aSyn yeast rescue: -2.7%
> CCOC(=O)CNS(=O)(=O)c1cc(-c2nnc(Nc3cccc(O)c3)c3ccccc23)ccc1C
  aSyn yeast rescue: -5.0%
> Cc1[nH]c(=O)[nH]c(=O)c1Cc1cccc2ccccc12
  aSyn yeast rescue: 3.8%

Additional entries
SMILES	aSyn yeast rescue
Cc1cc(NC(=O)c2cc(-c3ccc(Cl)cc3)on2)n(-c2ccccc2)n1	-11.5%
Cc1cc(=O)n(CC(=O)N2CCN(c3ccccc3F)CC2)c2c1c(C)nn2C	2.2%
Cc1ccc(S(=O)(=O)NCCSc2nnnn2-c2ccccc2)cc1	0.2%
O=C(CSc1nc(-c2ccccc2)c2ccccc2n1)Nc1ccc(F)cc1	-6.5%
COCCOC(=O)C1=C(C)NC(=O)NC1c1cn(-c2ccccc2)nc1-c1ccccc1 (stereo not given)	10.0%
CCOc1ccccc1CNC(=O)CCc1cn(C)c2ccccc12	1.0%
Cc1nn(C)c(C)c1CCNC(=O)Nc1ccccc1C(F)(F)F	0.8%
COc1ccccc1CNC(=O)CN1C(=O)CSc2c1c(C)nn2-c1ccccc1	3.6%
CCc1cccc(C)c1NC(=O)CCn1nc(C)c2c(C)n(-c3ccccc3)nc2c1=O	-2.9%
Cc1ccc(CSc2ncc(Cl)c(C(=O)NCCc3ccc(S(N)(=O)=O)cc3)n2)cc1	-1.1%
O=C(Nc1cccc(Cl)c1Cl)C1CCN(C(=O)c2cccs2)CC1	13.6%
CCN(CC)C(=O)Cn1c(=O)nc(-c2ccccc2F)c2cc(Cl)ccc21	-10.7%
Cc1csc2nc(-c3cccc(NS(C)(=O)=O)c3)cn12	-0.9%
CCCCNC(=O)CSc1nc2ccccc2nc1Cc1ccccc1	-7.0%
Cc1cccc(Cn2c(=O)n(Cc3ccccc3)c(=O)c3oc4ccccc4c32)c1	-0.8%
CC12CCC(C(=O)NNc3ccc([N+](=O)[O-])cc3)(OC1=O)C2(C)C (stereo not given)	-2.0%
COc1ccc(-c2noc(N3CCC(C(=O)N(C)c4ccccc4)CC3)n2)cc1	-2.6%
CCc1ccc(C(=O)c2cn(CC(=O)NC3CCCCC3)c3nc(C)ccc3c2=O)cc1	-0.7%
O=C(CC1(O)C(=O)N(CCc2ccccc2)c2ccccc21)c1ccccn1 (stereo not given)	1.0%
CCSc1nnc(NC(=O)CSc2nnc(-c3c[nH]c4ccccc34)n2CC)s1	-4.2%
O=C(c1cccs1)c1cn(CCOc2ccc(Cl)cc2)c2ccccc12	-3.4%
Cc1ccc(NC(=O)CSc2nc(=O)n(Cc3ccccn3)c3c2CCC3)cc1F	1.7%
CSC[C@H]1CN(c2ccccc2)C(=O)[C@@H]1CC(=O)Nc1ccc(Br)cc1	0.2%
O=C(c1cn(-c2ccccc2)nc1-c1cccnc1)N1CCCC(C(F)(F)F)C1 (stereo not given)	5.8%
O=C(O)COCC(=O)N1CCCN(c2ccc(C(F)(F)F)cn2)CC1	4.4%
CC(C)(C)C(=O)OCc1cc(=O)n2nc(C3CCCCC3)sc2n1	8.0%
COc1ccc(N2CCN(C(=O)c3cc4c(=O)n(Cc5cccnc5)ccc4nc3C)CC2)cc1	-4.0%
Clc1ccccc1Nc1ncnc2c1nc1n2CCCCC1	-1.1%
Cc1ccccc1-c1nc2cc(Cl)ccc2c(=O)o1	-2.7%
CCOc1ccc(CNC(=O)c2cnc3sc(N4CCC(C)CC4)nn3c2=O)cc1OC	-7.0%
CN(C(=O)C(C)(C)C)[C@H]1C[C@H]2c3[nH]c4ccccc4c3CCN2C(=O)[C@H]1CO	-20.3%
Cc1cc(=O)n2nc(N3CCCC(C(=O)NCc4ccccc4C)C3)sc2n1 (stereo not given)	-6.8%
N#Cc1cc2c(=O)n3ccccc3nc2n(Cc2ccco2)c1=NC(=O)c1ccco1	4.1%
Cc1cc(C)c2cc(C#N)c(NCCCNC(=O)c3ccncc3)nc2c1	4.2%
CCOc1cc(C2c3c(oc4ccccc4c3=O)C(=O)N2Cc2ccccc2Cl)ccc1O (stereo not given)	-12.3%
Cc1ccc(-c2cc(-c3ccc4c(c3)NC(=O)CO4)nc3c2COc2ccccc2-3)cc1	-3.9%
CCn1c(Nc2ccccc2Cl)nc2ccccc21	-2.0%
CCOc1cccc(NC(=O)c2sc3nc(-c4ccc(F)cc4)ccc3c2N)c1	-0.2%
O=C(N/N=C/c1ccc(-c2cccc([N+](=O)[O-])c2)o1)c1ccc([N+](=O)[O-])cc1	-8.6%
CCCCN(CC)CCCn1cnc2c([nH]c3ccc(Cl)cc32)c1=O	-1.4%
O=C(NCCc1ccc(F)cc1)C(=O)NCC(c1ccco1)S(=O)(=O)c1cccs1 (stereo not given)	3.4%
Cc1cccc(C)c1NC(=O)Cn1c(=O)n(CCC(=O)NCc2ccc3c(c2)OCO3)c(=O)c2sccc21	-2.6%
CC1CC(C)(C)CC2(C1)NC(=O)N(CC(=O)Nc1ccc3c(c1)OCO3)C2=O (stereo not given)	2.8%
COC(=O)C(CCSC)NC(=O)C1CCN(c2ncnc3c2nc2n3CCCCC2)CC1 (stereo not given)	6.8%
CC1CCCN(C(=O)COc2ccc(Nc3ccccc3)cc2)C1 (stereo not given)	3.1%
CCCCNC(=O)CSc1nc2ccccc2nc1Cc1ccc(Cl)cc1	-8.9%
CC(Oc1cccc2cccnc12)C(=O)N/N=C/c1ccccc1 (stereo not given)	1.6%
COc1ccc(C(=O)N/C(=C\c2ccc(-c3cccc([N+](=O)[O-])c3)o2)C(=O)NCCCN2CCOCC2)cc1	-6.8%
Cc1csc2nc(COC(=O)c3ccccc3NC(=O)COc3ccccc3F)cc(=O)n12	4.6%
O=C(CSCC(=O)N1CCCCC1)Nc1nc(-c2ccc(Cl)s2)cs1	1.4%
CCCOc1cccc(C(=O)N(Cc2sccc2C)C2CCS(=O)(=O)C2)c1 (stereo not given)	-4.6%
CC1CCN(C(=O)CCNS(=O)(=O)c2ccc(Cl)cc2)CC1	-3.3%
CC1CCCCN1S(=O)(=O)c1ccc2c(c1)oc(=O)n2CC(=O)Nc1ccc(Cl)cc1 (stereo not given)	4.6%
COc1ccc(OC)c(NC(=O)N2CCCC(C)C2)c1 (stereo not given)	-9.6%
Cc1ccc(C)c(NC(=O)N(C)CCc2c(C)nn(C)c2C)c1	0.4%
COc1cc2[nH]c(=O)n(CCCC(=O)N(C)Cc3ccccc3)c(=O)c2cc1OC	3.3%
COc1ccc(-c2noc(-c3ccc(NCC4CCCO4)c([N+](=O)[O-])c3)n2)cc1 (stereo not given)	1.9%
COc1ccc(S(=O)(=O)N2CCOCC2)cc1NC(=O)c1cc2ccccc2o1	3.0%
Cc1cc(CNC(=O)COc2ccc(F)cc2F)c2ccccc2n1	4.6%

An excerpt; rates above refer to the full screens.
